High-throughput results as filed in PubChem BioAssay.
NS5 inhibitors = Dengue-2 NS5 methyltransferase inhibitors, primary screen, biochemical, confirmation dose response (AID 588689); inhibition, % at 25 µM, or IC50 in µM where a hit was titrated; Dengue-2 NS5 methyltransferase capping enzyme assay, biochemical; higher % means a stronger effect; 340,000 tested, 0.3% active; in the data active = a potency from the dose series; inconclusive = inhibition above about 29% without an active follow-up result
LYP inhibition = PTPN22 lymphoid phosphatase activity blockers – biochemical, fluorescence intensity, uHTS (AID 1779); inhibition, % at 11.5 µM; hits with a dose series show IC50 in µM; recombinant LYP phosphatase, fluorescence intensity; higher % means a stronger effect; 290,000 tested, 0.054% active; in the data active = inhibition above about 50%;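 note: plate controls were vehicle with enzyme for no effect and no enzyme for full effect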
RSV antiviral HEp-2 = inhibition of RSV-induced cytopathic effect – HEp-2 cells, primary 10 µM value included (AID 2391) | HEp-2 cells, RSV-induced CPE inhibition; higher % means a stronger effect | one-dose CPE inhibition, % at 10 µM; IC50 in µM for titrated hits | 310,000 tested, 0.13% active; in the data active = a potency from the dose series; inconclusive = CPE inhibition mostly from about 23% at the one dose, without a potency; inactive = the rest, 99 in 100 with CPE inhibition below about 21%; note: strong numbers were not always called active
CSM14.1 death rescue = rescue of cells from ER stress-induced death, primary screen, 384-well, CSM14.1, thapsigargin, ATP luminescence (AID 1222) | CSM14.1 thapsigargin-induced death rescue, ATP luminescence; higher % means a stronger effect | cellular ATP content (survival), % at 20 µM; hits with a dose series show EC50 in µM | 190,000 tested, under 10 active;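 active = EC50 below 50 µM in the dose-response confirmation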;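 note: death triggered by thapsigargin at about 15 µM added after 2 h compound pretreatment; cell ATP read after overnight thapsigargin exposure of roughly 18 to 22 hours; normalized against plate controls of thapsigargin alone and 5% DMSO vehicle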
GPR35 arrestin U2OS = GPR35 antagonists blocking zaprinast-driven arrestin recruitment, primary screen, imaging, U2OS, beta-arrestin-GFP, zaprinast agonist (AID 2058); U2OS GPR35 beta-arrestin-GFP translocation imaging, zaprinast antagonism; higher % means a stronger effect; inhibition, % at 10 µM; hits with a dose series show IC50 in µM; 290,000 tested, 0.052% active;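 active = inhibition of at least 50% with at least 30 cells and total cytoplasm GFP at most 10,000,000; inconclusive = under 30 cells or total GFP of 10,000,000 plus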
West Nile virus CPE = West Nile virus antiviral activity, cell-based, CPE readout (AID 1621). West Nile virus-infected cells, CPE inhibition; higher % means a stronger effect. 290,000 tested, 0.02% active. CPE inhibition, % at 10 µM; hits with a dose series show IC50 in µM; in the data active = a potency from the dose series; inconclusive = CPE inhibition mostly from about 3.7% at the one dose, without a potency; inactive = the rest, 99 in 100 with CPE inhibition below about 2.2%; note: strong numbers were not always called active
Rac1 GTP hydrolysis = MgcRacGAP GTPase-activating activity inhibitors, confirmation, biochemical, ADP Hunter fluorescence. 340,000 tested, 0.6% active. MgcRacGAP-stimulated Rac1 GTP hydrolysis, ADP Hunter fluorescence; higher % means a stronger effect; GST-tagged Rac1 F28L mutant substrate. one-dose inhibition, % at 30 µM; IC50 in µM for titrated hits;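 active = first-screen hits whose inhibition reached a set limit at any dose in the follow-up dose series; inconclusive = inhibition above the set first-screen limit but never retested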;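 note: fluorescence reports GDP produced by GAP-driven GTP hydrolysis; strong numbers were not always called active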
PhoP inhibition = PhoP-dependent GFP reporter repression – Salmonella Typhimurium, primary screen (AID 1863); S. Typhimurium PhoP-regulated promoter GFP reporter, 4 h; higher % means a stronger effect; 300,000 tested, 0.16% active; one-dose inhibition, % at 50 µM; IC50 in µM for titrated hits;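 active = inhibition over 29.93%, a cutoff 3 SD above the screen mean, later confirmed by dose response; inconclusive = inhibition over 29.93% but no dose response follow-up; inactive = inhibition at most 29.93% or unconfirmed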;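 note: 0% = low Mg2+ inducing control and 100% = high Mg2+ repressing control; strong numbers were not always called active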
SV40 large T antigen = SV40 large T antigen inhibitors, biochemical (AID 1903). inhibition, % at 20 µM, or IC50 in µM where a hit was titrated. SV40 large T antigen ATPase/helicase inhibition assay; higher % means a stronger effect. 310,000 tested, 0.39% active; in the data active = a potency from the dose series; inconclusive = inhibition mostly from about 32% at the one dose, without a potency; inactive = the rest, 99 in 100 with inhibition below about 32%; note: strong numbers were not always called active
NS5 inhibitors pilot replicate = also measured in NS5 inhibitors; calls as there; inhibition, %; measured here: pilot screen replicate inhibition
Starred values were filed as active, the others as inactive; u = inconclusive; x = no result given; & = joins results of further samples. Some of the compounds tested, so the mix of outcomes need not match the whole.

SMILES | NS5 inhibitors | LYP inhibition | RSV antiviral HEp-2 | CSM14.1 death rescue | GPR35 arrestin U2OS | West Nile virus CPE | Rac1 GTP hydrolysis | PhoP inhibition | SV40 large T antigen | others
Cc1scc2c1N(C(=O)CN1CCN(C)CC1)c1ccccc1NC2=O | -1% | -12% | -2.2% | -0.2% | -8% | -0.2% | 10% | -6% | 4%
CCc1ccccc1OC[C@@H](O)CN[C@H]1CCCc2ccccc21 | 22% | x | 12% | x | x | x | 15% | -7% | 10%
O=C(Nc1cc(-c2ccccc2)nn1-c1ccccc1F)c1ccc([N+](=O)[O-])cc1 | -2% | x | -0.3% | x | x | x | 5% | -6% | 7%
Cc1nc2c3ccccc3nc(NNC(=O)CCC(=O)N3CCN(c4ccccc4F)CC3)n2n1 | 1% | -6% | 0.4% | x | -2% | -0.2% | 9% | 5% | 16%
O=C1c2c(O)ccc(O)c2C(=O)c2c(NCCNCCO)ccc(NCCNCCO)c21 | 10%&-4% | x | -2.1% | x | x | x | 14µM* | -1% | 28%
CC(C)(C)NCC(O)COc1cccc2c1C[C@H](O)[C@H](O)C2 (stereo partly drawn) | -1% | -4% | 0.1% | -2.6% | 5% | 0.2% | 4% | 0% | 7%
C=C[C@H]1CN2CCC1C[C@H]2[C@H](O)c1ccnc2ccc(OC)cc12 (stereo partly drawn) | -1% | -8% | -0.6% | x | -5% | -1.0% | 2% | 3% | 22%
CC(=O)OCC(=O)[C@@]1(O)CC[C@H]2[C@@H]3CCC4=CC(=O)C=C[C@]4(C)[C@@]3(F)[C@@H](O)C[C@@]21C | -4% | x | -3.0% | x | x | x | 10% | 2% | 6%
CCC(C(=O)Nc1ccccc1N1CCCC1)c1ccccc1 (stereo not drawn) | -9% | -4% | 7.1% | x | 7% | -0.6% | 15% | -3% | 10%
CN(C)CCCSc1ccccc1NC(=O)/C=C/c1ccccc1 | x | -3% | -1.6% | -3.0% | 4% | -0.5% | x | 5%&-1% | 8%&-1%
Cc1c(C)n(Cc2ccccc2)c2ccc(C(=O)OCCN(C)C)cc12 | 1% | 0% | -1.6% | -3.3% | -12% | -0.5% | -8% | -1% | 10%
CCN(CC)CC1CCCCN1CC(=O)N1c2ccccc2C(=O)Nc2cccnc21 (stereo not drawn) | x | -8% | -2.5% | -2.1% | -16% | -0.3% | x | 3%&-5% | 7%&7%

In the list so far, these contain a carbonyl joined to an NH by a bond outside any ring:
SMILES | NS5 inhibitors | LYP inhibition | RSV antiviral HEp-2 | CSM14.1 death rescue | GPR35 arrestin U2OS | West Nile virus CPE | Rac1 GTP hydrolysis | PhoP inhibition | SV40 large T antigen | others
O=C(Nc1cc(-c2ccccc2)nn1-c1ccccc1F)c1ccc([N+](=O)[O-])cc1 | -2% | x | -0.3% | x | x | x | 5% | -6% | 7%
Cc1nc2c3ccccc3nc(NNC(=O)CCC(=O)N3CCN(c4ccccc4F)CC3)n2n1 | 1% | -6% | 0.4% | x | -2% | -0.2% | 9% | 5% | 16%
CCC(C(=O)Nc1ccccc1N1CCCC1)c1ccccc1 (stereo not drawn) | -9% | -4% | 7.1% | x | 7% | -0.6% | 15% | -3% | 10%
CN(C)CCCSc1ccccc1NC(=O)/C=C/c1ccccc1 | x | -3% | -1.6% | -3.0% | 4% | -0.5% | x | 5%&-1% | 8%&-1%

The listing picks up with the 5 entries that preceded the break.
SMILES | NS5 inhibitors | LYP inhibition | RSV antiviral HEp-2 | CSM14.1 death rescue | GPR35 arrestin U2OS | West Nile virus CPE | Rac1 GTP hydrolysis | PhoP inhibition | SV40 large T antigen | others
CC(=O)OCC(=O)[C@@]1(O)CC[C@H]2[C@@H]3CCC4=CC(=O)C=C[C@]4(C)[C@@]3(F)[C@@H](O)C[C@@]21C | -4% | x | -3.0% | x | x | x | 10% | 2% | 6%
CCC(C(=O)Nc1ccccc1N1CCCC1)c1ccccc1 (stereo not drawn) | -9% | -4% | 7.1% | x | 7% | -0.6% | 15% | -3% | 10%
CN(C)CCCSc1ccccc1NC(=O)/C=C/c1ccccc1 | x | -3% | -1.6% | -3.0% | 4% | -0.5% | x | 5%&-1% | 8%&-1%
Cc1c(C)n(Cc2ccccc2)c2ccc(C(=O)OCCN(C)C)cc12 | 1% | 0% | -1.6% | -3.3% | -12% | -0.5% | -8% | -1% | 10%
CCN(CC)CC1CCCCN1CC(=O)N1c2ccccc2C(=O)Nc2cccnc21 (stereo not drawn) | x | -8% | -2.5% | -2.1% | -16% | -0.3% | x | 3%&-5% | 7%&7%
Nc1c2ccccc2nc2ccccc12 | 1% | -12% | -2.1%&-0.2% | x | 1% | -0.5% | 13% | 21% | 5%&6%
CN(C)CC/C=C1/c2ccccc2COc2ccc(CC(=O)O)cc21 | -3% | x | 0.6% | x | x | -0.3% | -10% | -5% | 17%
COc1ccc(C(=O)c2ccccc2)c(O)c1 | -7% | -1% | 1.8% | x | 0% | 1.2% | -1% | 16% | 5% | NS5 inhibitors pilot replicate=6.7
CCCOc1ccc2nc(NC(=O)OC)[nH]c2c1 | x | -6% | x | -2.5% | -1% | x | x | -3% | -1%
Cn1ccc2cc3c(cc21)CCN3C(=O)Nc1cccnc1 | -2% | x | -0.4% | x | x | x | 13% | 8% | 0%
O=C(O)Cc1cn(-c2ccccc2)nc1-c1ccc(Cl)cc1 | x | 3% | -1.3% | -0.9% | 12% | 1.2% | 6% | 6% | -1%
C[C@H](CCC(=O)O)[C@H]1CC[C@H]2[C@@H]3[C@H](O)C[C@@H]4C[C@H](O)CC[C@]4(C)[C@H]3CC[C@]12C | 5% | x | -1.8% | x | x | x | -8% | -1% | 19%
CCN(CCCCOC(=O)c1ccc(OC)c(OC)c1)C(C)Cc1ccc(OC)cc1 (stereo not drawn) | u | -10% | 4.1% | -1.7% | 10% | 0.2% | u | 4%&6% | 5%&-1%
CC[C@]12CCCN3CCc4c(n(c5ccccc45)[C@](O)(C(=O)OC)C1)[C@@H]32 | -4% | x | 0.0% | x | x | x | -4% | -1% | 10%
